NCI-60 one-dose screen, 48 h, at 10 µM unless noted. Numbers give growth in % (100 = growth as untreated, 0 = no growth, -100 = all killed).
HS 578T: HS 578T breast cancer | 4.1% of 78,000 active | AID 1794788
T-47D: T-47D breast cancer; 5% of 79,000 active
SK-MEL-28: SK-MEL-28 melanoma. 4.1% of 81,000 active. AID 1794761
SK-MEL-2: SK-MEL-2 melanoma; 4.7% of 77,000 active; AID 1794763
LOX IMVI: LOX IMVI melanoma; AID 1794757; 7.4% of 79,000 active
BT-549: BT-549 breast cancer. 4.4% of 78,000 active
MDA-MB-435: MDA-MB-435 melanoma. 7.8% of 82,000 active
SK-MEL-5: SK-MEL-5 melanoma; AID 1794755; 6.4% of 80,000 active
Numbers without * were called inactive; x = not tested or not shown. The calls were made as follows: active = growth percent below 10; inactive = the rest.

smiles | MDA-MB-435 | SK-MEL-28 | BT-549 | HS 578T | SK-MEL-5 | SK-MEL-2 | LOX IMVI | T-47D
Nc1ccc(C2(c3ccccc3)Nc3ccccc3S2)cc1 (centres undefined) | 105 | x | 85 | x | 89 | 80 | 77 | 67
CCOC(=O)c1ccc2c(c1)NC(=O)[C@H]1CCCN21 | 81 | 101 | 97 | 97 | 104 | 101 | 95 | 95
CC[C@@H](C(=O)[C@@H](C)[C@@H](O)[C@H](C)[C@@H]1O[C@@H]([C@@H](CC)C(=O)O)CC[C@@H]1C)C1O[C@]2(C=CC(=O)[C@]3(CC[C@@](C)([C@H]4CC[C@](O)(CC)[C@H](C)O4)O3)O2)[C@H](C)C[C@@H]1C (some centres undefined) | 21 | -81* | 34 | 31 | -92* | 41 | 35 | 26
O=C(Nc1nc(-c2ccccc2O)cs1)c1ccccc1CN1C(=O)c2ccccc2C1=O | 80 | 113 | 102 | 99 | 100 | 101 | 93 | 93
Nc1ccc2c(c1)Cc1cc(Cl)c(Cl)cc1-2 | 28 | 79 | 60 | 68 | 43 | 47 | 76 | 85
COc1ccc(CCN2C(=O)CCC3=C2CCC3=O)cc1OC | 108 | 102 | 95 | 125 | 101 | 118 | 103 | 107
COC(=O)c1cc2c(n1Cc1ccccc1)-c1oncc1CCC2 | -13* | 62 | 80 | 78 | 59 | 48 | 68 | 75
CCN(CC)c1cc(Cl)ccc1C | 106 | 122 | 103 | 106 | 78 | x | 92 | 115
C=C(C)[C@@H]1CC[C@]2(CO)CC[C@]3(C)[C@H](CC[C@@H]4[C@@]5(C)C/C(=C/c6ccco6)C(=O)C(C)(C)[C@@H]5CC[C@]43C)[C@@H]12 | 101 | 110 | 102 | 99 | 104 | 114 | x | 100
COc1cc(C(=O)O)ccc1O | 109 | 114 | 109 | 105 | 98 | 106 | 99 | 105
CN(C)c1nc(NCCNS(=O)(=O)c2ccc(C(=O)/C=C/c3ccc(F)cc3)cc2)nc(N2CCOCC2)n1 | 3.2* | 97 | -25* | 73 | 66 | 62 | -98* | 35
COC(=O)C(CC(=O)c1ccc(Cl)cc1)c1ccccc1 (centres undefined) | 105 | 114 | 105 | x | 104 | 101 | 99 | 101
CC(=O)CCC(CCC(C)=O)(CCC(C)=O)[N+](=O)[O-] | 103 | 106 | 97 | 110 | 98 | 95 | 95 | 98
Cc1cc(C2CCCCC2)n(O)c(=O)c1 | 45 | 54 | 54 | 95 | 23 | 60 | 31 | 51
CCc1cccc(CC)c1N1C(=O)COCC1=O | 106 | 117 | 110 | 111 | 100 | x | 102 | 96
CCCCN(CCCC)c1ccc(/C=C/c2ccnc3ccccc23)cc1 | 91 | 148 | 116 | 106 | 73 | 108 | 99 | 82
O=C(Nc1ccccc1)OCCc1ccccc1 | 99 | 100 | 98 | 120 | 99 | x | 107 | 104
NC(=O)c1cc(I)ccc1NC(=O)/C=C/c1ccccc1 | -30* | 12 | 61 | -13* | 24 | -32* | 35 | 122
CC(=O)C(N=Nc1ccc(S(N)(=O)=O)cc1)C(=O)Nc1ccc(Cl)cc1 (centres undefined) | 100 | 106 | 101 | 115 | 104 | 95 | 95 | 85
CCOC(=O)c1sc(-c2ccc(OS(=O)(=O)C[C@]34CCC(CC3=O)C4(C)C)c(C=O)c2)nc1C | 7.6* | 53 | -14* | 32 | 17 | 13 | -32* | x

Seven compounds from above, sorted by number of heavy atoms, largest number first.
smiles | MDA-MB-435 | SK-MEL-28 | BT-549 | HS 578T | SK-MEL-5 | SK-MEL-2 | LOX IMVI | T-47D
CN(C)c1nc(NCCNS(=O)(=O)c2ccc(C(=O)/C=C/c3ccc(F)cc3)cc2)nc(N2CCOCC2)n1 | 3.2* | 97 | -25* | 73 | 66 | 62 | -98* | 35
C=C(C)[C@@H]1CC[C@]2(CO)CC[C@]3(C)[C@H](CC[C@@H]4[C@@]5(C)C/C(=C/c6ccco6)C(=O)C(C)(C)[C@@H]5CC[C@]43C)[C@@H]12 | 101 | 110 | 102 | 99 | 104 | 114 | x | 100
CCOC(=O)c1ccc2c(c1)NC(=O)[C@H]1CCCN21 | 81 | 101 | 97 | 97 | 104 | 101 | 95 | 95
CCc1cccc(CC)c1N1C(=O)COCC1=O | 106 | 117 | 110 | 111 | 100 | x | 102 | 96
Nc1ccc2c(c1)Cc1cc(Cl)c(Cl)cc1-2 | 28 | 79 | 60 | 68 | 43 | 47 | 76 | 85
CCN(CC)c1cc(Cl)ccc1C | 106 | 122 | 103 | 106 | 78 | x | 92 | 115
COc1cc(C(=O)O)ccc1O | 109 | 114 | 109 | 105 | 98 | 106 | 99 | 105

Next part:
smiles | MDA-MB-435 | SK-MEL-28 | BT-549 | HS 578T | SK-MEL-5 | SK-MEL-2 | LOX IMVI | T-47D
CCCCCCCCn1ccc2cc(NC(=O)CN=[N+]=[N-])ccc21 | 108 | 109 | 86 | 101 | 98 | 99 | 104 | 94
COc1ccc(C(=O)/C=C/c2ccc(Oc3nc(Nc4ccc(F)cc4)nc(N(C)C)n3)c(OC)c2)cc1 | 51 | 77 | -4.2* | 58 | 33 | -8.5* | x | 20
O=C(O)c1ccc(-n2cc(/C=N/Nc3ccc(F)cc3)c(-c3ccc(F)c(F)c3)n2)cc1 | 60 | 80 | 99 | 86 | 74 | 52 | 29 | 59
O=C1OC(=O)c2nc3ccccc3nc21 | 96 | 117 | 120 | 107 | 110 | 109 | 94 | 93
Nc1c(CNCc2nnn(Cc3ccccc3)c2N)nnn1Cc1ccccc1 | 107 | 115 | 105 | 99 | 104 | 103 | 95 | 101
CC(=O)OC[C@]12CC[C@H]3[C@@H](C[C@H]4O[C@]45CC=CC(=O)[C@]35C)[C@]1(O)CC[C@@]2(O)[C@@](C)(O)C1CC(C)=C(C)C(=O)O1 (some centres undefined) | -77* | -50* | -12* | -1.2* | -79* | -23* | -75* | -23*
NNC(=O)c1c[nH]c2ccccc2c1=O | 108 | 104 | 102 | 100 | 102 | x | 90 | 91
O=C1c2c(nc3ccccn23)N=C(c2ccccc2)N2CCC[C@@H]12 | 101 | 109 | 99 | 97 | 95 | 114 | 90 | 94
N#Cc1ccccc1NC(=O)Nc1ccc(Cc2ccc(NC(=O)Nc3ccccc3C#N)cc2)cc1 | 105 | 109 | 88 | 89 | 102 | x | x | 107
CCN1C(=O)N(CC)C2Nn3c(s/c(=C4\C(=O)N(CCC(C)C)c5ccccc54)c3=O)=NC21 (centres undefined) | 12 | 79 | 100 | 81 | 90 | 88 | 92 | 36
CCCCCCCCCC(=O)OCCCC(CCC(CCC1CCCO1)OC(=O)CCCCCCCCC)OC(=O)CCCCCCCCC (centres undefined) | 108 | 104 | 97 | 109 | 97 | 94 | 95 | 76
O=C(O)c1cn(C2CC2)c2cc(N3CCN(Cn4nc(-c5ccncc5)oc4=S)CC3)c(F)cc2c1=O | 97 | 108 | 93 | 98 | 97 | 100 | 100 | x
CC(=O)Nc1ccc(OCCOc2ccc([N+](=O)[O-])cc2)cc1 | 126 | 138 | x | 245 | 101 | 113 | 101 | 109
C=C(C)[C@@H]1CC=C2c3sc(C4CCOCC4)nc3C[C@@H](C)[C@]2(C)C1 | x | 98 | 94 | 103 | 82 | 98 | 97 | 74
O=C1c2cccc3cccc(c23)C(=O)N1CNc1ccc(Cl)cc1 | 92 | 107 | 88 | 102 | 95 | 91 | 51 | 83
CC(=O)c1ccc2ccccc2c1OC(=O)c1ccncc1 | 113 | 109 | 96 | 97 | 99 | 101 | 97 | 87
O=C(Nc1cccc(Cl)c1)Oc1ccc(Cl)cc1Cl | 82 | 105 | 106 | 110 | 95 | 107 | 105 | 97
Clc1cccc(Cl)c1/C=C/c1cc(/C=C/c2ccccc2)c2ccccc2n1 | 98 | 109 | 129 | x | 101 | 114 | x | 95
CCNS(=O)(=O)c1ccc(OCCOc2ccc(S(=O)(=O)NCC)cc2)cc1 | 109 | 102 | 106 | 109 | 100 | 103 | 98 | 94
CCCCSc1nc(NC2CC2)c(C#N)c(-c2ccc(OC)cc2)n1 | 109 | 117 | 103 | 99 | 98 | 119 | 84 | 87
CC(C)OC(=O)Oc1cc(Cl)c(Cl)cc1Cl | 108 | 103 | 101 | 107 | 101 | 102 | 106 | 103
CC(=O)c1sc(Nc2cccnc2)nc1C | 108 | 111 | 108 | 96 | 101 | 99 | 99 | 91
CCOC(=O)C1=C(C)N=C2SC=C(c3ccc(Cl)cc3)N2[C@H]1c1cn(-c2ccccc2)nc1-c1ccc(F)cc1 | 90 | 92 | 77 | 81 | 84 | 94 | 38 | 75
COc1ccc2c(CCCC(c3ccccc3)c3ccccc3)c3[n+](cc2c1OC)CCc1cc2c(cc1-3)OCO2 | -91* | -79* | -66* | -17* | -100* | -52* | -100* | -16*
COC1=C(NC(C)(C)C)C(=O)C(OC)=C(NC(C)(C)C)C1=O | 110 | 110 | 98 | 101 | 103 | 104 | 100 | 95
Oc1ccc(O)cc1 | 100 | 112 | 83 | 104 | x | 104 | 93 | 114
Cc1cc(=O)oc2cc(OCCN(C(C)C)C(C)C)ccc12 | 115 | 113 | 106 | 121 | 114 | 147 | 103 | 113
CN(C)CCC(C#N)(CCN(C)C)c1ccccc1 | 106 | 103 | 97 | 94 | 104 | 97 | 95 | 109
COc1cccc(C(=O)O)c1OS(=O)(=O)c1ccc(C)cc1 | 105 | 106 | 107 | 96 | 102 | 105 | 93 | 101
COC(=O)C(Cc1ccc(OC)cc1)c1ccccc1 (centres undefined) | 106 | 110 | 104 | 89 | 99 | x | 98 | 91
NC(N)=NC1CCCc2ccccc21 (centres undefined) | 108 | 112 | 99 | 98 | 100 | 105 | 92 | 86
CCOC(=O)CN1CCSC1=NC(=O)c1ccc(Cl)cc1 | 110 | x | 102 | 90 | 97 | 107 | 95 | 87
O=C(NCC(O)CO)c1c(I)c(C(=O)NCC(O)CO)c(I)c(N(CCO)C(=O)CO)c1I (centres undefined) | 105 | 118 | 96 | 104 | 107 | 99 | x | 101
N/N=C1\NNC2(O1)C(=O)Nc1ccccc12 (centres undefined) | 102 | 110 | 102 | 100 | 87 | 103 | 112 | 79
O=C(Cn1c(-c2ccccc2)nc2ccccc21)N=Nc1c(O)[nH]c2ccccc12 | 100 | 105 | 104 | 72 | 76 | 99 | 92 | 39
COc1ccc(-c2csc(NC(=O)CSc3nc(-c4ccc(C)cc4)c(C#N)c(=O)[nH]3)n2)cc1 | 100 | 104 | 95 | 90 | 100 | 90 | 108 | 94
CCC(/C=C\C(C)C1CCC2C3CC=C4CC(O)CCC4(C)C3CCC12C)C(C)C (centres undefined) | 103 | 108 | 125 | 103 | 95 | 116 | 102 | 99
Cc1ccc(-c2nc([P+](c3ccccc3)(c3ccccc3)c3ccccc3)c(Nc3ccccc3)o2)cc1 | -33* | -42* | 2.1* | -31* | -87* | -59* | -8.3* | 8.2*
FC(F)(F)c1nc2nc(Cl)c(Cl)nc2[nH]1 | 107 | 114 | 119 | 102 | 104 | 86 | 106 | 104
Cc1nnc(/N=C2\NC(=O)/C(=C/c3ccsc3)S2)s1 | 91 | 101 | 95 | 96 | 98 | 95 | 88 | 84
Cc1cc(N2CCOCC2)nc(N(CCNc2ccnc3cc(Cl)ccc23)Cc2ccco2)n1 | 27 | 52 | 30 | 64 | 40 | 23 | 18 | -6.1*
O=C(Nc1ccc2c(ccn2C(=O)c2cccc(F)c2)c1)c1cnccn1 | 100 | 106 | x | 100 | 102 | 107 | 103 | 108
Nc1ccc(CC(=S)N2CCOCC2)cc1 | 97 | 112 | 104 | 119 | 101 | 102 | 95 | 87
O=C(/C=C/c1cn(Cc2ccccc2)c2ccccc12)c1cc2ccccc2oc1=O | 84 | 101 | 88 | 77 | 75 | 73 | 72 | 45
CC(=O)c1ccccc1Nc1ccnc2cc(Cl)ccc12 | 109 | 98 | 101 | 111 | 93 | x | 98 | 85
COc1cc(-c2nc(-c3ccccc3)[nH]c2-c2ccnc(NCCCNS(=O)(=O)c3ccc(C(F)(F)F)cc3)n2)ccc1F | 66 | 91 | 122 | 88 | 92 | 97 | 91 | 48
CCCCCCCCCCCCCCCCCCNC(=S)N/N=C/c1cc(I)c(O)c(OC)c1 | 115 | 121 | 105 | 90 | 110 | 110 | 99 | 116
CC(C)C1=CC2=C(C=O)C[C@@H]3[C@](C)(CCC[C@@]3(C)C(=O)OCC#CCN3CCCC3)[C@H]2CC1 | 93 | 97 | 64 | 68 | 65 | 94 | 92 | 55
CC1=CC(=Nc2cc(Br)c(O)c(Br)c2)C=CC1=O | 109 | 333 | 122 | 100 | 111 | 105 | 102 | 100
O=S1(=O)CCCc2c1nnn2-c1ccc(F)cc1 | 106 | 114 | 108 | 90 | 101 | 95 | 101 | 89
CC(C)(O)CCCCOc1ccccc1 | 96 | 111 | 109 | 126 | 98 | 136 | 99 | 101

Assay outcomes as filed in PubChem.
